Assay outcomes from PubChem BioAssay.
AID2073: inhibitors of Mint1-CaV2.2 protein interaction, biochemical, HTRF (AID 2073); HTRF protein-protein interaction, Mint1-CaV2.2; higher % means a stronger effect; inhibition, % at 20 µM, or IC50 in µM where a hit was titrated; 290,000 tested, 0.19% active; in the data active means inhibition mostly above about 51%, no sharp cut-off; inconclusive means no clear call, values can overlap the other calls; inactive means mostly below about 53%; further: some results filed as inactive read as strong as hits
K1F lysis inhibition: inhibition of K1F phage lysis, E. coli UTI89, bacterial capsule biogenesis inhibitors, alamar blue (AID 488966). E. coli UTI89 K1F phage lysis, alamar blue, 2 h; higher % means a stronger effect. inhibition, % at 100 µM, or IC50 in µM where a hit was titrated. 340,000 tested, 0.02% active;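 active means phage lysis inhibition, versus mean bacterial control, above a set limit; inconclusive means no clear call, values can overlap the other calls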;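 further: capsule biogenesis inhibitors block K1F phage lysis so surviving cells raise fluorescence; higher fluorescence means more inhibition of phage lysis; actives were called in the ten point dose series up to 300 µM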
NTR1 ag: agonists of NTR1, primary screen, imaging, U2OS cells, beta-arrestin-GFP, high content (AID 493036) | P30989 | 330,000 tested, 0.17% active | NTR1-U2OS beta-arrestin-GFP spot imaging, agonist mode | activation, % at 20 µM;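 active means activation at or above 40% of the spot to cytoplasm intensity ratio, with at least 20 cells analyzed; inconclusive means wells under 20 cells, flagged as cytotoxic or low count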;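 further: 0% = DMSO without peptide and 100% = 100 nM NTR1 peptide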
Target sequence (P30989 whole entry, looked up): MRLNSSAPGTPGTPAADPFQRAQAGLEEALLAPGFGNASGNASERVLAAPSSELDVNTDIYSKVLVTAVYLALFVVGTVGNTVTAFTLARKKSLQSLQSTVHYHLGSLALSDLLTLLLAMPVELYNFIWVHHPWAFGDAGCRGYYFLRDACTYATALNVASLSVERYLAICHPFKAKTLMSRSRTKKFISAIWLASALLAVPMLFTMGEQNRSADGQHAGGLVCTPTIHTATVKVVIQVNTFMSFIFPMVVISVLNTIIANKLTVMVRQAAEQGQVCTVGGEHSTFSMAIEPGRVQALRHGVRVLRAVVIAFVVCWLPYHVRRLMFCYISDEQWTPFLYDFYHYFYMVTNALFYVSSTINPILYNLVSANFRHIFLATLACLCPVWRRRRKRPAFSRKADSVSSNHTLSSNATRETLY
NS5 inhibitors: Dengue-2 NS5 methyltransferase inhibitors, primary screen, biochemical, confirmation dose response (AID 588689). Dengue-2 NS5 methyltransferase capping enzyme assay, biochemical; higher % means a stronger effect. inhibition, % at 25 µM; hits with a dose series show IC50 in µM. 340,000 tested, 0.3% active; in the data active means a potency from the dose series; inconclusive means inhibition above about 29% without an active follow-up result
GPR35 antagonists: inhibition of zaprinast-stimulated GPR35 beta-arrestin translocation – imaging, U2OS, beta-arrestin-GFP, zaprinast agonist, primary screen (AID 2058) | U2OS GPR35 beta-arrestin-GFP translocation imaging, zaprinast antagonism; higher % means a stronger effect | one-dose inhibition, % at 10 µM; IC50 in µM for titrated hits | 290,000 tested, 0.052% active;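 active means inhibition of at least 50% with at least 30 cells and total cytoplasm GFP at most 10,000,000; inconclusive means under 30 cells or total GFP of 10,000,000 plus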
SIAH1 antagonists: blockers of Siah-1 interaction with plectin peptide – biochemical, fluorescence polarization, rhodamine-plectin, uHTS, primary screen (AID 1817). Siah-1 / rhodamine-plectin peptide fluorescence polarization; higher % means a stronger effect. one-dose displacement, % at 20 µM; IC50 in µM for titrated hits. 290,000 tested, 0.02% active;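 active means displacement of at least 50% at 20 µM, with a fluorescence ratio check between 0.3 and a set limit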;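 further: plate controls were Siah plus tracer with DMSO for no effect and tracer alone without Siah for full effect; strong numbers were not always called active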
HIV peptide binding: cell-free HIV fusion peptide-binding blockers – biochemical, uHTS, fluorescence dequenching, primary screen (AID 1986); inhibition, % at 20 µM; hits with a dose series show IC50 in µM; cell-free peptide binding, fluorescence dequenching, 30 min; higher % means a stronger effect; 290,000 tested, 0.3% active; in the data active means inhibition mostly above about 52%, no sharp cut-off; inactive means mostly below about 76%; further: some results filed as inactive read as strong as hits
GPR55 LPI antagonism: GPR55 antagonists blocking LPI-driven arrestin recruitment, primary screen, imaging, U2OS, beta-arrestin-GFP, LPI agonist (AID 2013); 290,000 tested, 0.13% active; U2OS GPR55 beta-arrestin-GFP translocation imaging, LPI antagonism; higher % means a stronger effect; inhibition, % at 10 µM; hits with a dose series show IC50 in µM;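 active means spots per cell inhibited over 60%, with over 100 cells counted and total cytoplasm intensity under 500,000; inconclusive means wells with under 100 cells, flagged as likely toxic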;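 further: U2OS cells stably carrying GPR55 and arrestin-GFP stimulated by 5 µM LPI near EC80; imaged beta-arrestin-GFP aggregate spots per cell after agonist stimulation; plate controls were LPI-stimulated DMSO wells for no effect and DMSO wells without LPI for full effect; some results filed as inactive read as strong as hits; confirmed hits need IC50 under 10 µM and bright autofluorescent wells are also inconclusive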
GPR55 beta-arrestin: selective activators of receptor GPR55 – imaging, U2OS cells, beta-arrestin-GFP redistribution, primary screen (AID 1961) | U2OS GPR55 beta-arrestin-GFP redistribution imaging; higher % means a stronger effect | one-dose activation, % at 10 µM; EC50 in µM for titrated hits | 290,000 tested, 0.048% active;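 active means activation above 40% with more than 50 cells counted in the well; inconclusive means wells holding fewer than 50 cells, flagged as toxic or sparse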;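 further: U2OS osteosarcoma cells stably expressing GPR55 and beta-arrestin-GFP; plate controls were DMSO negative control for no effect and LPI positive control for full effect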
NTR1 ag cell count 20 µM: recorded beside NTR1 ag, whose call it bears; cell count; measured here: cell count, cytotoxicity flag
An asterisk follows results filed as active; ? = inconclusive; / = no result given; [ ] = another dose, or the depositor's remark.

cpd | molecule | AID2073 | K1F lysis inhibition | NTR1 ag | NTR1 ag cell count 20 µM | NS5 inhibitors
1 | Cc1cccc(CC(=O)NCCn2c(C)cc3ccccc32)c1 | 11% | 0.0% | -2.7 | 94 | -3%
2 | COC(=O)Cc1cc(OC)c(OC)cc1Cc1cc(OC)c(OC)cc1CC(=O)OC | 7% | -0.3% | -0.6 | 60 | -1%
3 | CCOC(=O)c1sc(/S(C)=N\S(=O)(=O)c2cccc(Cl)c2)c2c1CCC=C2 (stereo unspecified) | -6% | -1.0% | -0.4 | 53 | -5%
4 | COc1ccc(CCNC(=O)CSc2nc(-c3ccco3)cc(C(F)(F)F)n2)cc1 | 4% | 0.1% | 1.0 | 65 | -4%
5 | COc1ccc(C(=O)Nc2ccnn2C2CCN(Cc3ccncc3)CC2)cc1 | 8% | 0.1%[50 µM] | 0.8 | 70 | -1%
6 | O=C(Cn1cnc2sc3c(c2c1=O)CCCC3)NCC(=O)Nc1ccccc1F | 6% | -0.1% | 1.6 | 66 | 1%
7 | O=C(O)CCC(NC(=O)c1ccc(Cl)cc1)C(=O)O (stereo unspecified) | 6% | 1.0% | 0.3 | 56 | -3%
8 | COc1ccc(CCNS(=O)(=O)c2cccc(F)c2)cc1OC | -2% | 1.6% | -0.1 | 57 | 7%

cpd | GPR35 antagonists | SIAH1 antagonists | HIV peptide binding | GPR55 LPI antagonism | GPR55 beta-arrestin
1 | -6% | -1% | 32% | -13% | 0.6%
2 | 2% | 2% | 0.9% | 11% | 0.2%
3 | -1% | 2% | -2.3% | 7% | 0.8%
4 | -2% | 0% | -1.5% | -2% | -0.2%
5 | 5% | 4% | 3.0% | 7% | -0.1%
6 | 6% | 0% | 2.7% | 6% | -0.4%
7 | 10% | 3% | -1.6% | 1% | -0.1%
8 | 0% | -3% | 1.6% | -1% | 0.5%

(list continues)
cpd | molecule | AID2073 | K1F lysis inhibition | NTR1 ag | NTR1 ag cell count 20 µM | NS5 inhibitors
9 | CCNC(=S)/N=C(/Nc1ccccc1)Nc1nc(C)cc(C)n1 | 33% | / | 10 | 37 | /
10 | O=C(CN1CCN(S(=O)(=O)c2ccccc2F)CC1)Nc1ccccc1C(=O)c1ccccc1 | -2% | -1.6% | 9.0 | 45 | -10%
11 | CC(C)(C)NC(=O)CSc1nnc(-c2ccccc2)c(-c2ccccc2)n1 | -10% | 0.0% | -0.2 | 77 | 2%
12 | O=C(c1ccc2ccccc2c1)N1CCN(S(=O)(=O)/C=C/c2ccccc2)CC1 | 15% | -0.6% | 0.0 | 40 | -11%
13 | COc1ccccc1/C=C(/NC(=O)c1ccc(Cl)cc1Cl)C(=O)O | -4% | -0.1% | -0.1 | 24 | -13%
14 | Cn1cc(C2=C(c3ccc(Cl)cc3Cl)C(=O)NC2=O)c2ccccc21 | 20% | 3.0% | -3.1 | 67 | -2%
15 | CCN1CNC(=S)N(c2ccccc2OC)C1 | -18% | 0.4%[50 µM] | -0.1 | 66 | -1%
16 | Cc1onc(-c2c(Cl)cccc2Cl)c1C(=O)Nc1c(C)n(C)n(-c2ccccc2)c1=O | -8% | 0.4% | / | / | -8%

cpd | GPR35 antagonists | SIAH1 antagonists | HIV peptide binding | GPR55 LPI antagonism | GPR55 beta-arrestin
9 | -13% | -1% | 3.3% | 4% | -0.1%
10 | -4% | -5% | 0.3% | -2% | -0.2%
11 | -10% | 14% | -0.6% | 11% | 0.0%
12 | -8% | -2% | 2.7% | -4% | -0.2%
13 | -26% | -3% | -0.1% | -7% | -0.1%
14 | 4% | 5% | 198% | -16% | 0.3%
15 | 18% | -3% | -1.8% | 4% | 0.1%
16 | -13% | -2% | -3.3% | 5% | -0.2%

3 compounds drawn at random from the list so far:
cpd | molecule | AID2073 | K1F lysis inhibition | NTR1 ag | NTR1 ag cell count 20 µM | NS5 inhibitors
15 | CCN1CNC(=S)N(c2ccccc2OC)C1 | -18% | 0.4%[50 µM] | -0.1 | 66 | -1%
10 | O=C(CN1CCN(S(=O)(=O)c2ccccc2F)CC1)Nc1ccccc1C(=O)c1ccccc1 | -2% | -1.6% | 9.0 | 45 | -10%
9 | CCNC(=S)/N=C(/Nc1ccccc1)Nc1nc(C)cc(C)n1 | 33% | / | 10 | 37 | /

cpd | GPR35 antagonists | SIAH1 antagonists | HIV peptide binding | GPR55 LPI antagonism | GPR55 beta-arrestin
15 | 18% | -3% | -1.8% | 4% | 0.1%
10 | -4% | -5% | 0.3% | -2% | -0.2%
9 | -13% | -1% | 3.3% | 4% | -0.1%

(cont.)
cpd | molecule | AID2073 | K1F lysis inhibition | NTR1 ag | NTR1 ag cell count 20 µM | NS5 inhibitors
17 | O=C1CN(C(=O)COc2ccc(Cl)cc2Cl)c2ccccc2N1 | -3% | 0.1% | -0.1 | 48 | -1%
18 | O=C(/C=C/c1ccc(O)cc1)OCc1occc(=O)c1O[C@@H]1OC(CO)[C@@H](O)[C@H](O)[C@@H]1O (stereo partly specified) | -14% | -3.3% | -1.8 | 93 | -2%
19 | CC(=O)c1ccc(OCc2cc(C(=O)N3CCN(c4ccccc4)CC3C)no2)cc1 (stereo unspecified) | 6% | 0.1% | 1.5 | 61 | -3%
20 | COc1ccccc1NC(=O)c1ccc(Br)o1 | -4% | 1.8% | -5.7 | 76 | 2%
21 | Cc1ccccc1OC1C(=O)N(CC2CCCO2)C1c1ccc2c(c1)OCO2 (stereo unspecified) | -4% | 0.0% | 1.3 | 63 | 3%
22 | CCS(=O)(=O)Nc1cccc(C2=NN(S(=O)(=O)c3ccccc3)C(c3cccs3)C2)c1 (stereo unspecified) | -1% | 3.2% | 1.7 | 58 | -2%
23 | NS(=O)(=O)c1cccc(NS(=O)(=O)c2ccc3ccccc3c2)c1 | 14% | 0.3% | 0.9 | 57 | 1%
24 | CC(/C=C1\SC(=S)N(C(C(=O)O)C(C)C)C1=O)=C\c1ccccc1 (stereo unspecified) | 6% | 0.2% | 0.4 | 51 | 34µM*

cpd | GPR35 antagonists | SIAH1 antagonists | HIV peptide binding | GPR55 LPI antagonism | GPR55 beta-arrestin
17 | -7% | 3% | -0.3% | 4% | -0.2%
18 | -15% | 2% | 4.2% | 4% | -0.1%
19 | 0% | 3% | 1.2% | 14% | 0.2%
20 | 13% | -5% | -1.2% | 1% | -0.2%
21 | 17% | 0% | -0.2% | 12% | -0.1%
22 | 3% | -2% | -1.5% | -4% | -0.1%
23 | 2% | 7% | 2.7% | -3% | 0.0%
24 | 17% | 1% | 31% | -10% | 0.2%

Later entries:
cpd | molecule | AID2073 | K1F lysis inhibition | NTR1 ag | NTR1 ag cell count 20 µM | NS5 inhibitors
25 | CC1CCCCC12NC(=O)N(CC(=O)NC1CCCc3ccccc31)C2=O (stereo unspecified) | -4% | 4.7% | 2.8 | 39 | -7%
26 | O=C(NO)c1ccccc1O | -6% | 0.6% | -1.5 | 56 | 1%
27 | CCOC(=O)c1cc(NC(=O)C2CCCO2)cc(C(=O)OCC)c1 (stereo unspecified) | 10% | 3.5% | 1.4 | 83 | 6%
28 | CCOC(=O)c1sc(NC(=O)CSc2nc(C)cc(C)c2C#N)c(C#N)c1C | 3% | 6.2% | 1.1 | 38 | -12%
29 | O=C(Cn1c(CO)nc2ccccc21)Nc1ccccc1Cl | 6% | 0.8% | -1.4 | 38 | -5%
30 | CCOc1ccccc1NC(=O)CSc1nnc2ccc(-c3cccnc3)nn12 | -3% | -1.7%[50 µM] | 1.4 | 74 | -10%
31 | O=C(NCCSCc1ccco1)Nc1cc(Cl)cc(Cl)c1 | 8% | 0.2% | 2.7 | 57 | -5%
32 | CCOC(=O)C1CCN(C(=O)CSc2cc(=O)n(C)c3ccccc23)CC1 | 7% | 0.2% | -1.9 | 91 | 2%

cpd | GPR35 antagonists | SIAH1 antagonists | HIV peptide binding | GPR55 LPI antagonism | GPR55 beta-arrestin
25 | -14% | -1% | 2.9% | -8% | -0.2%
26 | -10% | 5% | 9.2% | -17% | -0.1%
27 | -12% | 0% | -1.7% | 9% | -0.4%
28 | -1% | -1% | 0.9% | -1% | -0.1%
29 | -3% | -3% | -0.2% | -3% | -0.2%
30 | -6% | 4% | 0.2% | 3% | 0.1%
31 | 0% | 4% | 4.7% | 17% | 0.6%
32 | 0% | -2% | 1.3% | 18% | 0.0%

New compounds follow:
cpd | molecule | AID2073 | K1F lysis inhibition | NTR1 ag | NTR1 ag cell count 20 µM | NS5 inhibitors
33 | CCCCC(CC)CNC(=O)c1ncn[nH]1 (stereo unspecified) | -9% | 0.5% | -0.5 | 82 | -15%
34 | CCCCc1nnc(NC(=O)CSc2nc(=O)cc(N)n2-c2ccccc2)s1 | -5% | -0.7% | -1.7 | 59 | -8%
35 | COc1ccc(CCNC(=O)COC(=O)C2CC2)cc1 | 3% | 0.2% | 1.3 | 54 | 0%
36 | CC1CCN(c2nc3nonc3nc2Nc2ccc(F)cc2)CC1 | 32% | 0.5% | -0.3 | 58 | -4%
37 | Cc1cc(C)nc(NS(=O)(=O)c2ccc(NC(=S)NC(=O)C(C)(C)C)cc2)n1 | 5% | 5.6% | -1.2 | 77 | 6%
38 | COc1cc(N2C(=O)CC3(CCCC3)CC2=O)cc(OC)c1OC | -4% | 0.8% | -1.0 | 54 | 12%
39 | Fc1ccc(CNC(=S)Nc2ccc(OC(F)F)cc2)cc1 | -6% | 0.6% | -0.3 | 70 | -2%
40 | O=C(CN(Cc1ccc(F)cc1)C(=O)C1CSC(=O)C1)NC1CCCCC1 (stereo unspecified) | 0% | 4.8% | 0.1 | 60 | -2%
41 | CCN(CC)C(=O)CSc1nc2ncccc2[nH]1 | -2% | 0.1% | 1.8 | 51 | -3%

cpd | GPR35 antagonists | SIAH1 antagonists | HIV peptide binding | GPR55 LPI antagonism | GPR55 beta-arrestin
33 | -4% | 14% | -0.2% | -3% | -0.2%
34 | -6% | 3% | 2.6% | 3% | 0.4%
35 | 0% | 5% | -1.4% | 8% | 0.7%
36 | -6% | 2% | -0.4% | 5% | -0.1%
37 | -10% | -3% | 4.7% | 11% | 0.7%
38 | -9% | 20% | 1.1% | 10% | -0.1%
39 | 8% | -2% | 0.1% | ? | -0.3%
40 | 8% | 0% | 2.5% | 3% | 0.4%
41 | 19% | -5% | -2.5% | 3% | 0.0%
